STK33 inh – inhibitors of human STK33 kinase; inhibition, % at 12.5 µM; Q9BYT3; ADP-Glo luminescence, MBP substrate; 0.44% of 27,000 active; in the data active = inhibition above about 20%; inconclusive = no clear call, values can overlap the other calls
Target sequence (Q9BYT3 whole entry, looked up): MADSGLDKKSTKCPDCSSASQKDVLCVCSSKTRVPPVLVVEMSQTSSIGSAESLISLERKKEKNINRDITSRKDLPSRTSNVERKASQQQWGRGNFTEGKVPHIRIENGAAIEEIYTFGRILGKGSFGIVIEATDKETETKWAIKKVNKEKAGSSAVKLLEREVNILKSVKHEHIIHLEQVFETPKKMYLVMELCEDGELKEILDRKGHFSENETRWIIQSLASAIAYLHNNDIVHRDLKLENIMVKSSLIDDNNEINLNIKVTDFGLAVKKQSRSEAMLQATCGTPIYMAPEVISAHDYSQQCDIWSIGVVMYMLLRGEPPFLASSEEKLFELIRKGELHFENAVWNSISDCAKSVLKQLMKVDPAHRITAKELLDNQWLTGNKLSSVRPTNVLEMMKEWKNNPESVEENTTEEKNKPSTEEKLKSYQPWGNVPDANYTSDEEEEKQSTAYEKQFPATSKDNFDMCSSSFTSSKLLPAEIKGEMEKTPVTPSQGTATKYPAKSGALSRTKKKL
p53 PUMA act – re-activators of the mutant p53 pathway; activation, % at 9.98 µM; 1.5% of 28,000 active; SW480 PUMA-promoter luciferase, p53 mutant reactivation; AID 624151; in the data active = activation above about 52%; inconclusive = no clear call, values can overlap the other calls
The depositor's hits bear a star; ? = inconclusive; . = no result given. These rows are one share of the data; rates above refer to the full screens.

SMILES	STK33 inh	p53 PUMA act
C[C@@H]1CN([C@@H](C)CO)C(=O)Cc2cc(NS(=O)(=O)c3cn(C)cn3)ccc2O[C@@H]1CN(C)Cc1ccc(Cl)c(Cl)c1	-0.8	.
CCc1ccc(Nc2nc3ccccc3nc2NS(=O)(=O)c2ccc(NC(C)=O)cc2)cc1	-5.1	?
Cc1ccc(S(=O)(=O)N(CCO)c2cc3c(s2)CCCC3)cc1	-1.0	.
COc1ccc(S(=O)(=O)Nc2ccc3c(c2)CC(=O)N([C@H](C)CO)C[C@@H](C)[C@@H](CN(C)Cc2ccc(C(=O)O)cc2)O3)cc1	-2.8	7.6
COc1ccc(NC(=O)N(C)C[C@H]2Oc3ccc(NS(=O)(=O)c4ccc(Cl)cc4)cc3CC(=O)N([C@@H](C)CO)C[C@@H]2C)cc1	3.4	.
C[C@H](CO)N1C[C@H](C)[C@@H](CN(C)C(=O)Nc2cccc3ccccc23)Oc2ccc(NC(=O)Nc3ccc(C(F)(F)F)cc3)cc2C1=O	.	-25.4
CCOc1ccc(-c2nc3ccc(Br)cc3c(C(=O)O)c2C)cc1	.	-6.1
CC(C)NC(=O)N(C)C[C@H]1Oc2ccc(NC(=O)C3CC3)cc2CC(=O)N([C@@H](C)CO)C[C@@H]1C	-3.7	2.2
COc1ccc(N(C(C)C(=O)Nc2ccc(C(F)(F)F)cc2)S(C)(=O)=O)cc1 (configuration not stated)	-0.5	-2.5
O=C1O[C@@H](c2ccccc2)[C@@H](c2ccccc2)N2[C@@H](c3ccc(OCCO)cc3)[C@]3(C(=O)Nc4ccc(C#CCCO)cc43)[C@@H](C(=O)NC[C@H](O)c3ccccc3)[C@H]12	16.1	.
COc1ccc(C#Cc2cnc3c(c2)C(=O)N([C@H](C)CO)C[C@H](C)[C@H](CN(C)S(=O)(=O)c2ccc(F)cc2)O3)cc1OC	3.1	.
COC(=O)c1c(NC(=O)CN(c2cc(C)ccc2C)S(C)(=O)=O)sc2c1CCCC2	-4.5	-10.4

Single records, from the list above. Order of values: STK33 inh, p53 PUMA act
Entry for Cc1ccc(S(=O)(=O)N(CCO)c2cc3c(s2)CCCC3)cc1 : -1.0, .
Entry for COc1ccc(N(C(C)C(=O)Nc2ccc(C(F)(F)F)cc2)S(C)(=O)=O)cc1 (configuration not stated) : -0.5, -2.5

Next section
SMILES	STK33 inh	p53 PUMA act
C[C@@H]1CN([C@@H](C)CO)C(=O)c2cc(-c3cccc(F)c3)cnc2O[C@H]1CN(C)C(=O)C1CCOCC1	.	5.2
Cc1noc(C)c1S(=O)(=O)N(C)C[C@H]1Oc2ccc(NC(=O)C3CCCCC3)cc2CC(=O)N([C@@H](C)CO)C[C@@H]1C	.	8.0
CCOc1ccc2nc(SCC(=O)Nc3ccc4c(c3)OCCO4)[nH]c2c1	3.5	15.7
COc1ccc(S(=O)(=O)N(C)C[C@@H]2Oc3ccc(NC(=O)Nc4ccc5c(c4)OCO5)cc3C(=O)N([C@H](C)CO)C[C@@H]2C)cc1	.	-16.5
C[C@@H]1CCCCO[C@H](CN(C)Cc2ccncc2)[C@@H](C)CN([C@@H](C)CO)C(=O)c2cc(NC(=O)Nc3ccccc3)ccc2O1	.	2.7
COc1ccc(NC(=O)N(C)C[C@H]2Oc3ncc(C#CCC(C)C)cc3C(=O)N([C@@H](C)CO)C[C@H]2C)cc1	.	3.5
COc1ccc(NC(=O)CSc2nncc3ccccc23)c([N+](=O)[O-])c1	-3.1	4.7
CC(NS(=O)(=O)c1cc(Cl)ccc1Cl)C(=O)Nc1cccc([N+](=O)[O-])c1 (configuration not stated)	-0.3	-5.1
Cc1ccc([N+](=O)[O-])cc1NC(=O)C1CCCN(S(=O)(=O)c2ccc(Cl)cc2)C1 (configuration not stated)	1.4	-16.5
Cc1noc(C)c1S(=O)(=O)Nc1ccc2c(c1)C(=O)N([C@H](C)CO)C[C@@H](C)[C@H](CN(C)C)OCCCC[C@@H](C)O2	.	7.4
C[C@H]1CN([C@@H](C)CO)C(=O)c2cc(-c3cccc(F)c3)cnc2O[C@H]1CN(C)C(=O)c1ccccn1	.	17.6
C[C@@H]1CN([C@H](C)CO)C(=O)c2cccc(NS(=O)(=O)c3ccc(Cl)cc3)c2O[C@@H]1CN(C)C(=O)Nc1ccc(F)cc1	.	-2.7
C[C@H](CO)N1C[C@H](C)[C@H](CN(C)S(=O)(=O)c2ccc(F)cc2)Oc2ccc(NS(=O)(=O)c3ccc(F)cc3)cc2CC1=O	1.3	.
COc1cc2occ(-c3ccc(O[C@@H]4O[C@H](CO[C@@H]5OC[C@](O)(CO)[C@H]5O)[C@@H](O)[C@H](O)[C@H]4O)cc3)c(=O)c2c(O)c1OC	3.3	.
CC(O)c1nc2ccccc2n1CCCOc1ccc(Cl)cc1 (configuration not stated)	-2.4	5.1
COC(=O)c1ccc(NC(=O)C(C)N(c2ccc(C)c(C)c2)S(C)(=O)=O)cc1 (configuration not stated)	1.7	-0.5
C[C@@H]1CN([C@@H](C)CO)C(=O)c2cc(NC(=O)CCC(F)(F)F)ccc2O[C@@H](C)CCCCO[C@H]1CN(C)C(=O)CCC(F)(F)F	.	4.2
C[C@@H]1CN([C@H](C)CO)C(=O)Cc2cc(NS(C)(=O)=O)ccc2O[C@H]1CN(C)Cc1ccc(Oc2ccccc2)cc1	0.3	.
COC(=O)Nc1sc2c(c1C(=O)NCc1ccco1)CCC2	3.0	1.9
C[C@H]1CN([C@@H](C)CO)C(=O)Cc2cc(NS(=O)(=O)c3cn(C)cn3)ccc2O[C@@H]1CN(C)S(=O)(=O)c1ccccc1	-2.0	.
C[C@H](CO)N1C[C@H](C)[C@H](CN(C)Cc2ccccc2)Oc2ccc(NS(=O)(=O)c3ccc(Cl)cc3)cc2C1=O	1.4	.
C[C@H](CO)N1C[C@H](C)[C@H](CN(C)Cc2ccccc2)Oc2ccc(NS(C)(=O)=O)cc2C1=O	-2.6	.
CN1N=C2c3ccccc3CCCC2C1c1cccs1 (configuration not stated)	.	-3.5
O=C1CCCC(=O)C1CC1C(=O)CCCC1=O	.	8.8
Cc1noc(C)c1NC(=O)N(C)C[C@@H]1Oc2ccc(NC(=O)Cn3cnnn3)cc2CC(=O)N([C@H](C)CO)C[C@@H]1C	-5.9	1.7
COc1cc(/C=C2/SC(=Nc3cc(C)cc(C)c3)NC2=O)cc(Br)c1OC	0.3	.
COc1ccccc1NC(=O)CSc1nc(O)cc(=O)n1-c1ccccc1	-5.1	11.4
Cc1cc(C(=O)NNCc2ccccc2)no1	-3.5	.
CC(C)NC(=O)N(C)C[C@H]1Oc2ccc(NC(=O)Cc3ccccc3)cc2CC(=O)N([C@@H](C)CO)C[C@H]1C	-0.4	.
Cc1cc2nn(-c3ccccc3)nc2cc1NC(=O)C(C)(C)Oc1ccc(Cl)cc1	9.3	46.5
COC(=O)c1cc(OC)c(OC)cc1NC(=O)COc1cc(Cl)c(Cl)cc1Cl	5.3	0.9
CC(=O)c1ccc(NC(=O)COc2ccccc2C(=O)Nc2ccccc2)cc1	17.0	-22.4
CC(C)NC(=O)Nc1cccc2c1O[C@@H](CN(C)Cc1ccc(C(F)(F)F)cc1)[C@H](C)CN([C@@H](C)CO)C2=O	.	-12.3
CCn1c(SCC(=O)Nc2cccc(F)c2)nnc1-c1ccc(OC)cc1	4.1	-25.6
Cc1ccc(S(=O)(=O)NC(C)C(=O)Nc2ccc(C(N)=O)cc2)cc1 (configuration not stated)	0.5	7.4
C[C@H](CO)N1C[C@H](C)[C@@H](CN(C)Cc2ccc(C(F)(F)F)cc2)Oc2ccc(NC(=O)CCN3CCOCC3)cc2C1=O	.	3.7

Single values from above:
STK33 inh result of COC(=O)c1cc(OC)c(OC)cc1NC(=O)COc1cc(Cl)c(Cl)cc1Cl is entered as 5.3
STK33 inh result of CC(=O)c1ccc(NC(=O)COc2ccccc2C(=O)Nc2ccccc2)cc1 is entered as 17.0

Next structures follow:
SMILES	STK33 inh	p53 PUMA act
COC(=O)c1ccc(C(=O)OC)c(NC(=O)COc2ccc(I)cc2)c1	0.7	0.7
FC(F)(F)C1=Nc2ccccc2N(c2ccc(Cl)c(Cl)c2)C1	-5.7	.
COc1cccc2c1C(=O)c1c(O)c3c(c(O)c1C2=O)C[C@@](O)(C(=O)CO)C[C@@H]3OC1CC(N)C(O)C(C)O1 (some centres not stated)	6.0	-74.7
C[C@@H]1CCCCO[C@H](CN(C)C(=O)CCC(F)(F)F)[C@H](C)CN([C@H](C)CO)C(=O)c2cc(NS(=O)(=O)c3ccc(Cl)cc3)ccc2O1	.	-2.4
COc1ccc(-n2nnnc2SCC(=O)Nc2ccc(F)cc2F)cc1	4.4	9.4
Cc1noc(C)c1NC(=O)Nc1cccc2c1O[C@H](CN(C)Cc1ccc(C(=O)O)cc1)[C@@H](C)CN([C@@H](C)CO)C2=O	.	3.2
CC1CN=C(N(C(=O)Nc2ccccc2)c2cccc(C(F)(F)F)c2)S1 (configuration not stated)	-1.6	.
C[C@H](CO)N1C[C@H](C)[C@H](CN(C)S(=O)(=O)c2ccccc2)Oc2ccc(N(C)C)cc2C1=O	.	20.2
C[C@@H]1CN([C@H](C)CO)C(=O)Cc2cc(NC(=O)C3CCCCC3)ccc2O[C@@H]1CN(C)Cc1ccc(Oc2ccccc2)cc1	1.5	.
C[C@@H]1CN([C@@H](C)CO)C(=O)c2cc(NS(=O)(=O)c3ccc(F)cc3)ccc2O[C@H]1CN(C)Cc1ccc(C(=O)O)cc1	1.0	.
COC1=CC(=O)O[C@@H](/C=C/c2ccccc2)[C@@H]1O	-0.3	.
COc1ccc(-c2cnc3c(c2)C(=O)N([C@@H](C)CO)C[C@@H](C)[C@@H](CN(C)C(=O)NC2CCCC2)O3)cc1	.	4.5
CC(C)C#Cc1cnc2c(c1)C(=O)N([C@H](C)CO)C[C@H](C)[C@@H](CN(C)C(=O)c1ccccc1)O2	.	5.8
COc1cc(NC(=S)NCc2ccco2)c(OC)cc1Cl	0.3	11.4
C=C(C(=O)O)C(CCCCC(C)O)C(=O)O (configuration not stated)	-1.8	3.7
CC(C)=CCc1c(O)cc2oc3c(CC=C(C)C)c(O)c(O)c(CC=C(C)C)c3c(=O)c2c1O	-13.9	.
COc1ccc(CN(C)C[C@@H]2Oc3ccc(NC(=O)Nc4ccc(OC)cc4)cc3C(=O)N([C@H](C)CO)C[C@@H]2C)cc1	-1.9	-0.3
O=C(NC1CCCC1)c1c(NC(=O)c2cc(-c3ccccn3)nc3ccccc23)sc2c1CCC2	-0.7	-16.6
O=C(O[C@H]1[C@H](Oc2ccccc2COC(=O)C2(O)C=CCCC2=O)O[C@H](CO)[C@@H](O)[C@@H]1O)c1ccccc1 (some centres not stated)	-1.2	.
CNC(=O)C(=O)NCCc1c[nH]c2ccccc12	0.5	-16.0
COc1cccc(S(=O)(=O)Nc2ccc3c(c2)[C@@H]2C[C@@H](CC(=O)N4CCCCC4)O[C@@H](CO)[C@@H]2O3)c1	.	-0.9
CC(=O)Nc1nc2ccccc2s1	10.7	.
COC(=O)[C@]1(CO)N=C(c2ccc(OCCCO)cc2)O[C@@H]1c1ccccc1N=[N+]=[N-]	-8.5	.
Cc1ccc(S(=O)(=O)N(C)C[C@@H]2Oc3ncc(C#Cc4cccc(F)c4)cc3C(=O)N([C@H](C)CO)C[C@@H]2C)cc1	10.5	1.0
C[C@H]1CN([C@@H](C)CO)C(=O)c2cccc(NC(=O)C3CCOCC3)c2O[C@@H]1CN(C)Cc1ccc2c(c1)OCO2	.	0.4
Cn1c(=O)c2c(nc(NCc3cccnc3)n2Cc2c(F)cccc2Cl)n(C)c1=O	5.9	-7.2
COc1ccc(NC(=O)Nc2ccc3c(c2)CC(=O)N([C@@H](C)CO)C[C@H](C)[C@H](CN(C)Cc2ccncc2)O3)cc1	-1.2	.
C[C@H]1CN([C@@H](C)CO)C(=O)c2cccc(NS(=O)(=O)c3ccccc3)c2O[C@@H]1CN(C)C(=O)Nc1ccc2c(c1)OCO2	.	15.0
COc1ccccc1S(=O)(=O)N(C)C[C@H]1OCc2ccccc2-c2ccccc2C(=O)N([C@H](C)CO)C[C@@H]1C	.	3.2
C[C@@H]1CN([C@@H](C)CO)C(=O)c2cc(NC(=O)Nc3ccc4c(c3)OCO4)ccc2O[C@H]1CN(C)C(=O)Nc1ccc(C(F)(F)F)cc1	1.6	-14.2
C[C@H]1CN([C@@H](C)CO)C(=O)Cc2cc(NC(=O)C3CC3)ccc2O[C@@H]1CN(C)C(=O)Nc1ccc(C(F)(F)F)cc1	-0.5	.
Cc1cccc(OCC(=O)Nc2cccc(C(=O)Nc3ccccc3C(=O)O)c2)c1	1.9	-1.3
COc1ccccc1NC(=O)CSc1nnnn1-c1cc(C)cc(C)c1	0.2	9.0
COc1ccc(N(CC(=O)Nc2cccc([N+](=O)[O-])c2C)S(C)(=O)=O)cc1Cl	-2.3	-8.1
Cc1noc(C)c1S(=O)(=O)Nc1ccc2c(c1)CC(=O)N([C@@H](C)CO)C[C@H](C)[C@@H](CN(C)S(=O)(=O)c1cn(C)cn1)O2	1.6	.
Cc1ccc(N(C(=O)COc2ccc(C)cc2C)C2C=CS(=O)(=O)C2)cc1 (configuration not stated)	-0.6	-1.5

4 entries from above, with two lines to a compound:
Order of values – STK33 inh | p53 PUMA act
- COc1ccccc1NC(=O)CSc1nnnn1-c1cc(C)cc(C)c1
→ 0.2 | 9.0
- COc1ccc(N(CC(=O)Nc2cccc([N+](=O)[O-])c2C)S(C)(=O)=O)cc1Cl
→ -2.3 | -8.1
- Cc1noc(C)c1S(=O)(=O)Nc1ccc2c(c1)CC(=O)N([C@@H](C)CO)C[C@H](C)[C@@H](CN(C)S(=O)(=O)c1cn(C)cn1)O2
→ 1.6 | .
- Cc1ccc(N(C(=O)COc2ccc(C)cc2C)C2C=CS(=O)(=O)C2)cc1 (configuration not stated)
→ -0.6 | -1.5

The listing continues.
SMILES	STK33 inh	p53 PUMA act
Cc1ccc(NC(=O)C2CC(=O)n3c(nc4ccccc43)N2)cc1Cl (configuration not stated)	3.6	-0.8
CC(C)NC(=O)N(C)C[C@H]1Oc2ccc(NC(=O)Nc3ccc4c(c3)OCO4)cc2C(=O)N([C@@H](C)CO)C[C@H]1C	0.9	.
COc1ccc(S(=O)(=O)N(C)C[C@H]2Oc3ccc(NC(=O)Cn4cnnn4)cc3CC(=O)N([C@H](C)CO)C[C@H]2C)cc1	-6.5	.
C[C@@H]1CN([C@H](C)CO)C(=O)Cc2cc(NS(=O)(=O)c3cn(C)cn3)ccc2O[C@@H]1CN(C)CC1CC1	2.2	14.4
